Compound activity as filed in PubChem BioAssay.
SRC1 inh: inhibitors of human steroid receptor coactivator 1 (SRC1); AID 588354; actives 0.12% (n = 360,000); inhibition, % at 3.6 µM; HEK293 GAL4-SRC1 luciferase reporter, luminescence;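 active = inhibition above the campaign mean plus 3 SD, with each screening campaign given its own cutoff, cut at about 60% in these data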;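 also: 0% = DMSO treated cells and 100% = gossypol at 36 µM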
ABHD5 PLIN5 PPI: blocks binding of human ABHD5 to perilipin-5 | actives 0.78% (n = 360,000) | AID 602281 | inhibition, % at 4 µM | Split G. princeps luciferase complementation, luminescence, 4 h | Q00G26+Q8WTS1;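 active = inhibition above the mean inhibition across every tested compound plus 3 SD, cut at about 22% in these data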;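 also: 0% = DMSO only wells and the 100% control is not disclosed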
TWEAK Fn14 block: blocks TWEAK-Fn14 interaction in a reporter cell assay | AID 1159606 | TWEAK-stimulated Fn14 reporter cells, luciferase luminescence, 8 h | inhibition, % at 10 µM | actives 2% (n = 360,000); in the data active = inhibition above about 50%
TLR9-MyD88 block: inhibitors of human TLR9-MyD88 binding; CHO BLA complementation TLR9-MyD88, CCF4 FRET ratio; AID 504734; actives 0.21% (n = 340,000); inhibition, % at 4.98 µM; Q9NR96+Q99836;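 active = inhibition above the mean over all tested compounds plus 3 SD, cut at about 21% in these data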;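 also: 0% = DMSO only wells and 100% = clavulanate BLA inhibitor control wells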
Granule exo inh: blocks lytic granule exocytosis. TALL-104 LAMP-1 surface exposure, flow cytometry; cells stimulated with thapsigargin and PMA. inhibition, % at 10 µM. actives 0.66% (n = 360,000);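 active = inhibition above about 55%, limit read from the data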
SRC2 inh: human SRC2 (NCOA2) inhibition; actives 0.17% (n = 370,000); HEK293 GAL4-SRC2 luciferase reporter, luminescence; inhibition, % at 9 µM;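 active = inhibition above the mean inhibition of all tested compounds plus 3 SD, set per campaign, cut at about 52% in these data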;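 also: 0% = DMSO treated cells and 100% = cells given Gossypol at 36 µM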
Target sequence (Q15596 whole entry, looked up, the tested form may be a part): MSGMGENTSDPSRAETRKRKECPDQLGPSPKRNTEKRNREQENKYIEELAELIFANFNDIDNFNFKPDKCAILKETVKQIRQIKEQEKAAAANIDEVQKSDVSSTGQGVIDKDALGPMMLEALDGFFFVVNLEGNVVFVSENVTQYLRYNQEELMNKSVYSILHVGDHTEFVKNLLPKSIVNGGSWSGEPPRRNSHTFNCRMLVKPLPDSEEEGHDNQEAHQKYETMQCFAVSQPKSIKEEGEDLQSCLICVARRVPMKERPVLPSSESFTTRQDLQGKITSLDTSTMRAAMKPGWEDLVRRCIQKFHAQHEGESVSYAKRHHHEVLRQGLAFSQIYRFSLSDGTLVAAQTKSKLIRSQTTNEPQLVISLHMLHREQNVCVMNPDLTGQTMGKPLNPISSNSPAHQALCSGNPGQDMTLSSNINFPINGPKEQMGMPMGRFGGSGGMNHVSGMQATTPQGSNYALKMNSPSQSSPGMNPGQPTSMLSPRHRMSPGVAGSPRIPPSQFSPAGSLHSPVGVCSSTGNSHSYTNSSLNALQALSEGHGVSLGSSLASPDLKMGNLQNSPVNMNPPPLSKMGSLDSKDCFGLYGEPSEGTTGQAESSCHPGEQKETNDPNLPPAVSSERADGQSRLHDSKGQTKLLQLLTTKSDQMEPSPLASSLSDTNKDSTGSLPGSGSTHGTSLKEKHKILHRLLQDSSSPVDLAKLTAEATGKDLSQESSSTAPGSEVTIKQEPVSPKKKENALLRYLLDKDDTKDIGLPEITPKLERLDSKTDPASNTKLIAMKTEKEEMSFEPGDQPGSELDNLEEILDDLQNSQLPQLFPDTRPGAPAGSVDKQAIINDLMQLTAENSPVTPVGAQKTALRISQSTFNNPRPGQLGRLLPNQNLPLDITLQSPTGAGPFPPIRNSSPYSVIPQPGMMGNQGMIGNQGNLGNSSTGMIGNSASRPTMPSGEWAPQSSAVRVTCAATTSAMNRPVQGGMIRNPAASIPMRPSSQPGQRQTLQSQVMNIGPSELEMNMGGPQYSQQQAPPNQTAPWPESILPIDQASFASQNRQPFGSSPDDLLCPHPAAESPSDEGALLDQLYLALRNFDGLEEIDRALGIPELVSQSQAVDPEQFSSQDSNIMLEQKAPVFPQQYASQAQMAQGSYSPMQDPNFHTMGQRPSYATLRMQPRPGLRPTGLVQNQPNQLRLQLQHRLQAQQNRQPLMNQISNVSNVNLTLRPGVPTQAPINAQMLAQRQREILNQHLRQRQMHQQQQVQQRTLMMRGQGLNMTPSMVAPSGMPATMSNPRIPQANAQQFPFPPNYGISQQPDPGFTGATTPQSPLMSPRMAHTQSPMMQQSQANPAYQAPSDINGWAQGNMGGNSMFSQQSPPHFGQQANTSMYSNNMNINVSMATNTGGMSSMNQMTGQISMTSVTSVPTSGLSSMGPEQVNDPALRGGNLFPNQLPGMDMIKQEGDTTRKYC
NR5A2 inv ag: inverse agonists of human LRH-1 (NR5A2); O00482; HEK293T StAR-luciferase reporter, LRH-1 transfected, 24 h; inhibition, % at 3.6 µM; actives 0.13% (n = 360,000); AID 602396;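 active = inhibition above the mean inhibition of all tested compounds plus 3 SD, cut at about 73% in these data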;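 also: 0% = DMSO wells and 100% = reporter-only cells lacking LRH-1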
TROY NFkB inh: blocks TROY-dependent signaling in reporter cells. Q293 LMP1-TROYcd NF-kB luciferase reporter, 4 h. inhibition, % at 10 µM. actives 0.98% (n = 360,000);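 active = compounds whose plate-normalised and pattern-corrected inhibition of the luciferase reporter signal at the single screening dose is 50% or more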
NR2F2 inh: inhibitors of human COUP-TFII (NR2F2) | inhibition, % at 8.6 µM | HEK293T NGFI-A luciferase reporter, luminescence | actives 0.7% (n = 370,000) | P24468;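 active = inhibition above a per-plate cutoff, mean inhibition of test wells between control levels plus 3 SD, cut at about 38% in these data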;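 also: cells cotransfected with COUP-TFII expression vector driving the NGFI-A reporter; 0% = median of COUP-TF2 test wells and 100% = reporter-only cells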
NOD2 RIPK2 PPI: NOD2-RIPK2 protein interaction inhibition. inhibition, % at 4.98 µM. AID 624267. CHO BLA complementation NOD2-RIPK2, CCF4 ratio. actives 0.38% (n = 360,000). O43353; in the data active = inhibition above about 21%;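 also: 0% = vehicle only and 100% = reference blocker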
NCOA3 inh: inhibits human SRC3 coactivator | Q9Y6Q9 | HEK293 GAL4-SRC3 luciferase reporter, luminescence | inhibition, % at 3.6 µM | actives 0.17% (n = 360,000);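 active = inhibition above a per-campaign cutoff, the mean of all compounds plus 3 SD, cut at about 60% in these data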;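 also: 0% = DMSO-treated cells and 100% = gossypol-treated cells at 36 µM; higher means less SRC3-driven luciferase light from the GAL4 reporter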
An asterisk follows results filed as active.

CCCN1/C(=C2/SC(=S)N(CC)C2=O)C=Cc2ccccc21 was read as SRC1 inh -13, ABHD5 PLIN5 PPI 6, TWEAK Fn14 block 10, TLR9-MyD88 block 6, Granule exo inh 3, SRC2 inh -57, NR5A2 inv ag -8, TROY NFkB inh -19, NR2F2 inh -11, NOD2 RIPK2 PPI 0 and NCOA3 inh 23.
CNC(=O)CSc1nnc(-c2ccco2)n1-c1cccc(C)c1C was read as SRC1 inh -9, ABHD5 PLIN5 PPI -5, TWEAK Fn14 block 0, TLR9-MyD88 block -2, Granule exo inh -4, SRC2 inh -1, NR5A2 inv ag 12, TROY NFkB inh 15, NR2F2 inh -9, NOD2 RIPK2 PPI 4 and NCOA3 inh -23.
For O=C(O)C1CCCN1S(=O)(=O)c1ccc(Cl)cc1 (stereo unspecified) the results were SRC1 inh 5, ABHD5 PLIN5 PPI -1, TWEAK Fn14 block -3, TLR9-MyD88 block -5, Granule exo inh -13, SRC2 inh 3, NR5A2 inv ag -2, TROY NFkB inh -37, NR2F2 inh 15, NOD2 RIPK2 PPI 2 and NCOA3 inh 13.
`COc1nccnc1NS(=O)(=O)c1ccc(N)cc1` gave SRC1 inh 6, ABHD5 PLIN5 PPI 3, TWEAK Fn14 block 5, TLR9-MyD88 block 0, Granule exo inh 23, SRC2 inh -5, NR5A2 inv ag -9, TROY NFkB inh -17, NR2F2 inh 17, NOD2 RIPK2 PPI -1 and NCOA3 inh 3.
For Cc1ccc2ncc([N+](=O)[O-])n2c1 the results were SRC1 inh 2, ABHD5 PLIN5 PPI -2, TWEAK Fn14 block 1, TLR9-MyD88 block -9, Granule exo inh 0, SRC2 inh 16, NR5A2 inv ag -1, TROY NFkB inh -1, NR2F2 inh -3, NOD2 RIPK2 PPI -13 and NCOA3 inh 6.
NC(=O)CN1C(=O)C2C3C=CC(C3)C2C1=O (stereo unspecified) was read as SRC1 inh -2, ABHD5 PLIN5 PPI 0, TWEAK Fn14 block -11, TLR9-MyD88 block 6, Granule exo inh 0, SRC2 inh -11, NR5A2 inv ag -5, TROY NFkB inh 1, NR2F2 inh 0, NOD2 RIPK2 PPI -8 and NCOA3 inh 9.
Cc1ccnn1CCC(=O)N1CCCC(N2CCN(c3cccc(Cl)c3)CC2)C1 (stereo unspecified) was read as SRC1 inh 9, ABHD5 PLIN5 PPI -2, TWEAK Fn14 block 0, TLR9-MyD88 block -12, Granule exo inh 6, SRC2 inh 2, NR5A2 inv ag 9, TROY NFkB inh 10, NR2F2 inh 16, NOD2 RIPK2 PPI -2 and NCOA3 inh 12.
For CC1CCCN(C(=S)Nc2ccc3nc4n(c(=O)c3c2)CCCCC4)C1 (stereo unspecified) the results were SRC1 inh -9, ABHD5 PLIN5 PPI 2, TWEAK Fn14 block 7, TLR9-MyD88 block -10, Granule exo inh -10, SRC2 inh 4, NR5A2 inv ag 3, TROY NFkB inh 3, NR2F2 inh -27, NOD2 RIPK2 PPI -8 and NCOA3 inh 1.
Screening Cc1ccc(NC(=S)NNC(=S)NNc2ccccc2)cc1C returned SRC1 inh -11, ABHD5 PLIN5 PPI -11, TWEAK Fn14 block -24, TLR9-MyD88 block -1, Granule exo inh 1, SRC2 inh -33, NR5A2 inv ag -18, TROY NFkB inh -35, NR2F2 inh -5, NOD2 RIPK2 PPI 0 and NCOA3 inh -13.
For COc1cccc(CC2(CO)CCCN(Cc3cnn(-c4ccccc4)c3)C2)c1 (stereo unspecified) the results were SRC1 inh 6, ABHD5 PLIN5 PPI -1, TWEAK Fn14 block 2, TLR9-MyD88 block 5, Granule exo inh 1, SRC2 inh -12, NR5A2 inv ag 10, TROY NFkB inh 1, NR2F2 inh 1, NOD2 RIPK2 PPI 2 and NCOA3 inh 13.
CCc1nnc(NC(=O)C2CC(=O)N(Cc3ccccc3)C2)s1 (stereo unspecified) was read as SRC1 inh -32, ABHD5 PLIN5 PPI -7, TWEAK Fn14 block 28, TLR9-MyD88 block -7, Granule exo inh -13, SRC2 inh -6, NR5A2 inv ag -7, TROY NFkB inh -3, NR2F2 inh 9, NOD2 RIPK2 PPI -3 and NCOA3 inh 11.
For COc1ccccc1NC(=O)c1ccc(NC(=O)COC(=O)CCC2CCCC2)cc1 the results were SRC1 inh -6, ABHD5 PLIN5 PPI -3, TWEAK Fn14 block -15, TLR9-MyD88 block 4, Granule exo inh 7, SRC2 inh -8, NR5A2 inv ag -4, TROY NFkB inh 2, NR2F2 inh 10, NOD2 RIPK2 PPI 3 and NCOA3 inh 11.
COc1ccc(/C=C(\C#N)C(=O)OCC(=O)NCc2ccco2)cc1 was read as SRC1 inh -6, ABHD5 PLIN5 PPI 15, TWEAK Fn14 block 28, TLR9-MyD88 block -3, Granule exo inh 46, SRC2 inh 0, NR5A2 inv ag 10, TROY NFkB inh -16, NR2F2 inh -5, NOD2 RIPK2 PPI -2 and NCOA3 inh 17.
`CN(C)/N=C/C=C1\CC/C(=C\c2ccc(F)c(F)c2)C1=O` gave SRC1 inh -6, ABHD5 PLIN5 PPI 0, TWEAK Fn14 block -15, TLR9-MyD88 block -6, Granule exo inh -2, SRC2 inh 2, NR5A2 inv ag -7, TROY NFkB inh -8, NR2F2 inh 3, NOD2 RIPK2 PPI -3 and NCOA3 inh 4.
Screening Cc1onc(-c2ccccc2Cl)c1C(=O)NCCCN1CCOCC1 returned SRC1 inh 0, ABHD5 PLIN5 PPI -2, TWEAK Fn14 block 2, TLR9-MyD88 block 6, Granule exo inh -3, SRC2 inh -3, NR5A2 inv ag -6, TROY NFkB inh -5, NR2F2 inh -5, NOD2 RIPK2 PPI -7 and NCOA3 inh 8.
For Cn1ccs/c1=N\S(=O)(=O)c1ccc(C(C)(C)C)cc1 the results were SRC1 inh 4, ABHD5 PLIN5 PPI 0, TWEAK Fn14 block -3, TLR9-MyD88 block -4, Granule exo inh 0, SRC2 inh -1, NR5A2 inv ag -12, TROY NFkB inh 2, NR2F2 inh 13, NOD2 RIPK2 PPI -1 and NCOA3 inh -18.
For COc1ccc(NC(=O)Nc2ccc3c(c2)C(=O)N([C@H](C)CO)C[C@H](C)[C@@H](CN(C)C(=O)NC(C)C)O3)cc1 the results were SRC1 inh -11, ABHD5 PLIN5 PPI 7, TWEAK Fn14 block -3, TLR9-MyD88 block 3, Granule exo inh 3, SRC2 inh -5, NR5A2 inv ag 22, TROY NFkB inh -5, NR2F2 inh 1, NOD2 RIPK2 PPI -7 and NCOA3 inh 5.
Screening O=[N+]([O-])c1ccc(NN=Cc2ccccc2O)nc1 returned SRC1 inh -18, ABHD5 PLIN5 PPI 4, TWEAK Fn14 block 14, TLR9-MyD88 block 15, Granule exo inh 4, SRC2 inh -3, NR5A2 inv ag 2, TROY NFkB inh -30, NR2F2 inh -16, NOD2 RIPK2 PPI 19 and NCOA3 inh 17.
Screening O=C(c1cc(COc2c(F)cccc2F)on1)N1CCc2ccccc2C1 returned SRC1 inh -19, ABHD5 PLIN5 PPI -3, TWEAK Fn14 block -26, TLR9-MyD88 block 4, Granule exo inh 3, SRC2 inh -27, NR5A2 inv ag -26, TROY NFkB inh -13, NR2F2 inh 6, NOD2 RIPK2 PPI -10 and NCOA3 inh 4.
CCN(CC)S(=O)(=O)c1cccc(NC(=O)CSc2nc3ccccc3[nH]2)c1 was read as SRC1 inh -12, ABHD5 PLIN5 PPI -4, TWEAK Fn14 block 24, TLR9-MyD88 block 2, Granule exo inh -1, SRC2 inh 19, NR5A2 inv ag 6, TROY NFkB inh 38, NR2F2 inh 19, NOD2 RIPK2 PPI -3 and NCOA3 inh 7.
Screening CCOc1ccc(CCNC(=O)CCCN2C(=O)c3ccccc3C2=O)cc1OCC returned SRC1 inh 18, ABHD5 PLIN5 PPI -6, TWEAK Fn14 block -11, TLR9-MyD88 block -2, Granule exo inh 5, SRC2 inh 10, NR5A2 inv ag 3, TROY NFkB inh -43, NR2F2 inh 5, NOD2 RIPK2 PPI -3 and NCOA3 inh -3.
`COc1ccc(-c2cc(C(=O)N3CCCCC3)c3ccccc3n2)cc1` gave SRC1 inh -28, ABHD5 PLIN5 PPI 9, TWEAK Fn14 block -32, TLR9-MyD88 block -3, Granule exo inh -1, SRC2 inh -48, NR5A2 inv ag -23, TROY NFkB inh -28, NR2F2 inh -7, NOD2 RIPK2 PPI 11 and NCOA3 inh -50.
For Cc1ccc(S(=O)(=O)N/N=C\c2cn(CC(N)=O)c3ccccc23)cc1 the results were SRC1 inh 1, ABHD5 PLIN5 PPI 6, TWEAK Fn14 block -1, TLR9-MyD88 block -11, Granule exo inh -10, SRC2 inh 0, NR5A2 inv ag 1, TROY NFkB inh -3, NR2F2 inh 9, NOD2 RIPK2 PPI -10 and NCOA3 inh -2.
For CCOc1ccc(NC(=O)Nc2ccc(Br)cn2)cc1 the results were SRC1 inh -28, ABHD5 PLIN5 PPI -6, TWEAK Fn14 block -12, TLR9-MyD88 block -6, Granule exo inh -2, SRC2 inh -2, NR5A2 inv ag -53, TROY NFkB inh -33, NR2F2 inh -6, NOD2 RIPK2 PPI 1 and NCOA3 inh -29.
Screening Cc1c(Cl)c([N+](=O)[O-])nn1CC(=O)N1CCCc2ccccc21 returned SRC1 inh -11, ABHD5 PLIN5 PPI -3, TWEAK Fn14 block 37, TLR9-MyD88 block -6, Granule exo inh -1, SRC2 inh -30, NR5A2 inv ag -6, TROY NFkB inh 27, NR2F2 inh 4, NOD2 RIPK2 PPI -3 and NCOA3 inh 12.
`Nc1c(C(=O)NCc2ccco2)sc2nc(N3CCOCC3)c3c(c12)CCCC3` gave SRC1 inh 7, ABHD5 PLIN5 PPI -2, TWEAK Fn14 block 22, TLR9-MyD88 block -6, Granule exo inh -4, SRC2 inh 0, NR5A2 inv ag 37, TROY NFkB inh 13, NR2F2 inh -1, NOD2 RIPK2 PPI -15 and NCOA3 inh 8.
Screening COc1ccc(NC(=O)c2ccc(S(=O)(=O)N3CCCC3)cc2)cc1OC returned SRC1 inh 10, ABHD5 PLIN5 PPI 4, TWEAK Fn14 block 13, TLR9-MyD88 block -15, Granule exo inh -3, SRC2 inh -12, NR5A2 inv ag -10, TROY NFkB inh -8, NR2F2 inh -15, NOD2 RIPK2 PPI -11 and NCOA3 inh -13.
`CCc1cccc2c(C(=O)COC(=O)c3cnc(C)cn3)c[nH]c12` gave SRC1 inh 4, ABHD5 PLIN5 PPI -17, TWEAK Fn14 block -2, TLR9-MyD88 block 1, Granule exo inh -3, SRC2 inh 0, NR5A2 inv ag -14, TROY NFkB inh -4, NR2F2 inh -47, NOD2 RIPK2 PPI -5 and NCOA3 inh -3.

Two compounds drawn at random from those above, as already listed:
`CCc1cccc2c(C(=O)COC(=O)c3cnc(C)cn3)c[nH]c12` gave SRC1 inh 4, ABHD5 PLIN5 PPI -17, TWEAK Fn14 block -2, TLR9-MyD88 block 1, Granule exo inh -3, SRC2 inh 0, NR5A2 inv ag -14, TROY NFkB inh -4, NR2F2 inh -47, NOD2 RIPK2 PPI -5 and NCOA3 inh -3.
`COc1ccc(-c2cc(C(=O)N3CCCCC3)c3ccccc3n2)cc1` gave SRC1 inh -28, ABHD5 PLIN5 PPI 9, TWEAK Fn14 block -32, TLR9-MyD88 block -3, Granule exo inh -1, SRC2 inh -48, NR5A2 inv ag -23, TROY NFkB inh -28, NR2F2 inh -7, NOD2 RIPK2 PPI 11 and NCOA3 inh -50.

These rows are one share of the data; rates above refer to the full screens.
